ANO1 activ: activators or potentiators of mouse TMEM16A chloride channel; B-score at 10 µM; HEK293 TMEM16A/YFP-H148Q/I152L, iodide quench fluorescence; hits give low values; Q8BHY3; hit rate 0.3% among 340,000; AID 623877;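 active = fluorescence-ratio B-score plate-corrected deviation score at least 3 library SD below zero, with starting fluorescence score within 5 deviations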;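 note: channel opened by trigger with iodide after compound preincubation; score built on the fluorescence ratio of max minus min over baseline; more negative score means more quench and so TMEM16A activation or potentiation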
Target sequence (Q8BHY3 whole entry, looked up): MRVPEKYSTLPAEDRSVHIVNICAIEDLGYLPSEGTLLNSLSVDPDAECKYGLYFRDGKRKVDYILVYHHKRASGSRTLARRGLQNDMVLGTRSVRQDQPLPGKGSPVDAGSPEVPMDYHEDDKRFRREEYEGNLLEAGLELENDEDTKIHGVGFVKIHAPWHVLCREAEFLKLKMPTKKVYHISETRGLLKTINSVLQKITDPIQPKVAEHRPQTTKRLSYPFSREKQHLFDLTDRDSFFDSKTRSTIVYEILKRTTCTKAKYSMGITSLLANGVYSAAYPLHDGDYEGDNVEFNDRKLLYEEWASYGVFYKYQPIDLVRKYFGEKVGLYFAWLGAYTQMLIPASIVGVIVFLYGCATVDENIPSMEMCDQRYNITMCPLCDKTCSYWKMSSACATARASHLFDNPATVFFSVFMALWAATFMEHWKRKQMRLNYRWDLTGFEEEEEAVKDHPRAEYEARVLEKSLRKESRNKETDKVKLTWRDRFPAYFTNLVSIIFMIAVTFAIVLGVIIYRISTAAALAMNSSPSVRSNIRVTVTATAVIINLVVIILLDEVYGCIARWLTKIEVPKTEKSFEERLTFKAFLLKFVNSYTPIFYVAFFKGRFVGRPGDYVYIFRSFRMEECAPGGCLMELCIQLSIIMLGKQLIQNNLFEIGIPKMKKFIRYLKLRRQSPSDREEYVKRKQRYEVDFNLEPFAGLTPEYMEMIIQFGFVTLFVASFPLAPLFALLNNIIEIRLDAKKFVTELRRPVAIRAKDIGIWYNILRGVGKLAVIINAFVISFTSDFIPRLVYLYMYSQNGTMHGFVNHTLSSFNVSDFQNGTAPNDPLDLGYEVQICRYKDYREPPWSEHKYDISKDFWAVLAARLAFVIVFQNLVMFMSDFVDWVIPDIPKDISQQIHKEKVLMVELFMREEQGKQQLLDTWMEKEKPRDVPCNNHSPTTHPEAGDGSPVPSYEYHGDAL
KCNK3 block: human KCNK3 channel inhibition, primary screen. O14649. CHO-KCNK3 thallium flux, FluxOR fluorescence; hits give low values. B-score at 10 µM. hit rate 0.84% among 340,000;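 active = B-score under library mean minus 4 SD, starting fluorescence ratio at most library mean plus 5 SD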;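 note: more negative B-score means stronger inhibition of thallium flux through KCNK3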
Calls only; i = inactive. This is a subset; the hit share may differ from the screen's.

Molecule | ANO1 activ | KCNK3 block
C#CCOCCOCCOCCNc1nc(N2CCN(C(=O)Cn3cc(CCO)nn3)CC2)nc(N2CCN(C(=O)[C@H]([C@@H](C)CC)n3cc(CCCN=C(N)N)nn3)CC2)n1 | i | i
COc1ccccc1NS(=O)(=O)c1cccc(C(=O)N/N=C(\C)c2ccncc2)c1 | i | i
CC(=O)Nc1cccc(C(=O)NNC(=O)c2ccccc2-n2cccc2)c1 | i | i
CC(=O)Nc1ccc(NC(=O)c2ccc(Cl)c(S(=O)(=O)N3CCc4ccccc43)c2)cc1 | i | i
CC(=O)Nc1ccc2c(c1)C(=O)c1ccc(Cl)cc1-2 | i | i
O=C(NNC(=O)c1cccc2ccccc12)c1cccc(F)c1 | i | i
C/C(=N\OCC(=O)OC(C)C(=O)Nc1ccc(C)c(S(=O)(=O)N2CCOCC2)c1)c1ccc2c(c1)OCO2 (stereo not drawn) | i | i
CC1=Nc2cccc([N+](=O)[O-])c2NC(=O)C1 | i | i
CCOC(=O)CCc1ccc(NC(=O)/C=C/c2ccc([N+](=O)[O-])o2)cc1 | i | i
Cc1ccc(S(=O)(=O)N2CCN(C(=O)COC(=O)Cc3ccc(F)cc3)CC2)c(C)c1 | i | i
CCOc1ncccc1C(=O)OC(C)C(=O)NC1CCCCC1 (stereo not drawn) | i | i
COc1cc2cc(c1Cl)N(C)C(=O)CC(OC(=O)C(C)N(C)C(C)=O)C1(C)OC1C(C)C1CC(O)(NC(=O)O1)C(OC)C=CC=C(C)C2 (stereo not drawn) | i | i
CN(c1ccccc1)S(=O)(=O)c1ccc(C(=O)NCc2ccccc2CN2CCCC2)cc1 | i | i
COc1ccc(NC(=S)N2CCC(C(=O)c3ccc(Cl)cc3)CC2)cc1 | i | i
c1ccc(C2OCCN2c2ccccc2)cc1 (stereo not drawn) | i | i
CC1(C)NC(=S)NC1=S | i | i
O=S(=O)(Nc1ccc(Br)cc1)c1cccc(NS(=O)(=O)c2cccs2)c1 | i | i
Cc1ccc(C(=O)N2CCc3ccccc32)cc1C | i | i
Cc1cc(F)ccc1S(=O)(=O)Nc1ccccc1C(=O)NC1CCN(Cc2ccccc2)CC1 | i | i
Nc1ncc(C(=O)O)c(-c2ccccc2)n1 | i | i
CN(CC(=O)Nc1cccc(F)c1)CC(=O)NC(c1ccccc1)c1ccccc1 | i | i
CC(=O)Nc1c(C)ccc([N+](=O)[O-])c1C | i | i
COc1ccc(S(=O)(=O)N(C)C[C@H]2Oc3ccc(NS(=O)(=O)c4cccs4)cc3C(=O)N([C@H](C)CO)C[C@@H]2C)cc1 | i | i
Cc1ccc(C)c(NC(=O)[C@@H]2CCCN2S(=O)(=O)c2ccccc2F)c1 | i | i
COc1ccc2c(c1)CN(C)S(=O)(=O)c1ccccc1-2 | i | i
O=C1CSC(=S)N1N=Cc1c(O)ccc2ccccc12 | i | i
CCC(C)Cn1cnc2c(SCc3ccccn3)nc(N)nc21 (stereo not drawn) | i | i
CCC(C)(C)C1CCC2(CC1)NC(=O)N(CC(=O)N(C)CCOc1ccc(Cl)cc1)C2=O (stereo not drawn) | i | i
O=C1C=CC(=O)N1Cc1ccccn1 | i | i
O=C1CCCCCN1C(=O)c1ccccc1 | i | i
O=C1NC2(c3ccccc3)NC(=O)NC2(c2ccccc2)N1 (stereo not drawn) | i | i
CCCCN(c1ccccc1)S(=O)(=O)c1cccc(C(=O)Nc2c(C)n(C)n(-c3ccccc3)c2=O)c1 | i | i
CC1(CNC(=O)C(=O)NCC2(C)CO2)CO1 (stereo not drawn) | i | i
COc1ccccc1-n1nnnc1SCC(=O)NCC1(N2CCCCC2)CCCCC1 | i | i
COc1ccc(OC)c(NC(=O)C(C)OC(=O)c2cc3ccccc3[nH]2)c1 (stereo not drawn) | i | i
O=c1oc2ccccc2c2c1ccc1ccccc12 | i | i
c1ccc(Nc2cccc3ccccc23)cc1 | i | i
O=C(CCNS(=O)(=O)c1ccc(OC(F)(F)F)cc1)Nc1cccc(S(=O)(=O)N2CCCC2)c1 | i | i
CC(=O)Oc1ccc(Cl)cc1CN(C(C)=O)C1CCCCC1 | i | i
O=[N+]([O-])c1cc(Br)ccc1C[n+]1ccccc1 | i | i
CN(C)c1nc(N)c(C#N)c(C#N)c1C#N | i | i
CC1(C)Cc2c(sc3c2c(=O)n(Cc2ccccc2)c2nncn32)CO1 | i | i
Cc1cc(C(=O)COC(=O)Cc2n[nH]c(=O)c3ccccc23)c(C)n1CC(F)(F)F | i | i
CCOC(=O)c1c(C)[nH]c(C(=O)COC(=O)[C@H](C)N2C(=O)C3CCCCC3C2=O)c1C (stereo partly drawn) | i | i
OC[C@H]1O[C@@H](Oc2ccc(O)cc2)[C@H](O)[C@@H](O)[C@@H]1O | i | i
CC(=O)C1(O)C(C)CC2C3CC=C4CC(O)CCC4(C)C3CCC21C (stereo not drawn) | i | i
S=C(Nc1cccc2ccccc12)Nc1cccc2ccccc12 | i | i
Nc1cc(S(=O)(=O)N2CCOCC2)ccc1Oc1cccc(Br)c1 | i | i
Cc1c2cnn(-c3ccccc3)c(=O)c2c(C)n1CCCC(=O)N1CCN(c2ncccn2)CC1 | i | i
Cc1ccsc1C(=O)Nc1cc(Cl)ccc1-n1cncn1 | i | i
OCC1OC(n2cnc3c(NCc4ccco4)ncnc32)C(O)C1O (stereo not drawn) | i | i
COc1ccc(CCOC2OC(CO)C(OC(=O)/C=C/c3ccc(O)c(OC)c3)C(O[C@H]3O[C@@H](C)[C@H](O)[C@@H](O)[C@H]3O)C2O)cc1O (stereo partly drawn) | i | i
COc1ccc(C=CC(O)CCN2CCC3CCC(C3)C2)cc1 (stereo not drawn) | i | i
CCOC(=O)N1CCN(C(=O)c2cccc(S(=O)(=O)Nc3ccc(F)cc3)c2)CC1 | i | i
CC(=O)NC1CCC(OC(=O)Nc2ccccc2)CC1 (stereo not drawn) | i | i
COC(=O)/C=C\C(C#N)(C#N)N=Cc1ccc(OC)cc1 | i | i
CCCN(C(=O)c1cc(S(=O)(=O)N2CCN(CC)CC2)ccc1Cl)C1CCS(=O)(=O)C1 (stereo not drawn) | i | i
Cc1ccc(S(=O)(=O)NC(=O)N2CCCC2)cc1 | i | i
CCN(c1ccccc1)S(=O)(=O)c1ccc(Cl)c(NC(=O)CN(C)Cc2cccc(F)c2)c1 | i | i
CNc1c2cccc(C)c2nc2c(C(=O)NCCN(C)C)cccc12 | i | i

Continued; it opens with the 3 that closed the last part.
Molecule | ANO1 activ | KCNK3 block
Cc1ccc(S(=O)(=O)NC(=O)N2CCCC2)cc1 | i | i
CCN(c1ccccc1)S(=O)(=O)c1ccc(Cl)c(NC(=O)CN(C)Cc2cccc(F)c2)c1 | i | i
CNc1c2cccc(C)c2nc2c(C(=O)NCCN(C)C)cccc12 | i | i
COc1ccccc1C=C1SC(=S)NC1=O | i | i
CN(CC(=O)Nc1c(Cl)cccc1Cl)C(=O)CNC(=O)c1sc2ccccc2c1Cl | i | i
CCOC(=O)C1=C(COC(=O)c2ccc(Cl)nc2)NC(=O)NC1C (stereo not drawn) | i | i
COc1ccc(C=C2NC(=S)NC2=O)cc1 | i | i
O=C(CN1C(=O)c2ccccc2C1=O)NC1(C(=O)O)CCCC1 | i | i
CCOc1ccc(N2CC(C(=O)NCCN3C(=O)S/C(=C/c4cccnc4)C3=O)CC2=O)cc1 (stereo not drawn) | i | i
O=C(c1ccc([N+](=O)[O-])cc1)N1CCOCC1 | i | i
C/C(CCC(C)C)=N\NC(=O)COc1ccccc1-c1ccccc1 | i | i
O=C(Nc1ccccc1)SC1CCCCC1 | i | i
COc1cccc(OCC(=O)NC2CCS(=O)(=O)C2)c1 (stereo not drawn) | i | i
N#C/C(=C/c1ccc(-c2ccc(S(=O)(=O)N3CCOCC3)cc2)o1)C(=O)NC1CC1 | i | i
CC(=O)c1c(C)[nH]c(C(=O)CN2CCN(S(=O)(=O)c3ccccc3[N+](=O)[O-])CC2)c1C | i | i
Cc1cc(=O)oc2c(CN3CCOCC3)c(O)ccc12 | i | i
CC(C)(C)N(Cc1ccccc1)C(=O)COC(=O)C1=NN(c2ccccc2)C(=O)CC1 | i | i
CCOC(=O)C(Cc1nc(OCc2ccccc2)cc(OCc2ccccc2)n1)=NO | i | i
Cc1ccc(S(=O)(=O)N2CCN(C(=O)COC(=O)c3nc(Cl)ccc3Cl)CC2)c(C)c1 | i | i
COc1ccc(/C=C2\SC(=S)N(CC(=O)OCC(=O)Nc3ccc([N+](=O)[O-])cc3OC)C2=O)cc1 | i | i
Cc1ccc(NS(=O)(=O)c2cccc(C(=O)NC3CCN(Cc4ccccc4)CC3)c2)cc1 | i | i
COc1ccccc1[C@@H]1C(c2ccccc2)=NN(c2ccccc2)[C@H]1C(=O)N1CCOC1=O | i | i
O=C1[C@@H](Oc2ccccc2)[C@@H](c2ccncc2)N1c1ccncc1 | i | i
CN(CC(=O)Nc1ccc(OC(F)(F)F)cc1)C(=O)c1ccccc1SCC(=O)N1CCCC1 | i | i
COc1ccc(CCNC(=O)CN2C(=O)NC3(CCOc4ccccc43)C2=O)cc1 (stereo not drawn) | i | i
O=C([O-])c1cc(-c2ccccc2)cc(-c2ccccc2)[n+]1CCc1ccc(Cl)cc1 | i | i
CC(=O)N[C@@H](C)C(=O)OC(C)C(=O)Nc1cccc([N+](=O)[O-])c1 (stereo partly drawn) | i | i
O=C1CCC2(CCCCC2)N1 | i | i
Cc1cc(C)nc(SCC(=O)NNS(=O)(=O)c2ccc(C#N)cc2)n1 | i | i
COc1ccccc1NC(=O)C(C)OC(=O)Cc1ccsc1 (stereo not drawn) | i | i
CCCCN(C(=O)C1CC(=O)N(c2ccc(CC)cc2)C1)c1c(N)n(CCC)c(=O)[nH]c1=O (stereo not drawn) | i | i
CCOc1ccc(-c2nnc3ccc(SCC(=O)N4CCN(c5ccccc5)CC4)nn23)cc1 | i | i
COc1ccccc1NS(=O)(=O)c1cc(C(=O)NCCCN2CCCC2=O)ccc1C | i | i

Overlap with the part before: 4 compounds; new compounds follow.
Molecule | ANO1 activ | KCNK3 block
COc1ccccc1NC(=O)C(C)OC(=O)Cc1ccsc1 (stereo not drawn) | i | i
CCCCN(C(=O)C1CC(=O)N(c2ccc(CC)cc2)C1)c1c(N)n(CCC)c(=O)[nH]c1=O (stereo not drawn) | i | i
CCOc1ccc(-c2nnc3ccc(SCC(=O)N4CCN(c5ccccc5)CC4)nn23)cc1 | i | i
COc1ccccc1NS(=O)(=O)c1cc(C(=O)NCCCN2CCCC2=O)ccc1C | i | i
CCOC(=O)N1CCC(NC(=O)C2CCC(CNS(=O)(=O)c3ccc(OC)cc3)CC2)CC1 (stereo not drawn) | i | i
Cc1n[nH]c(C)c1S(=O)(=O)N1CCN(S(=O)(=O)c2cccc(F)c2)CC1 | i | i
COc1ccccc1CNC(=O)c1ccccc1SCC(=O)NCc1ccco1 | i | i
CC(C)(C)OC(=O)N1O[C@H]2CC1[C@@H]1[C@@H]2N=NN1CCc1ccncc1 | i | i
CC1CN(C2CCCCC2)C(=S)N(c2ccccc2)C1=O (stereo not drawn) | i | i
O=C(Cc1ccc(Cl)cc1)c1ccccc1 | i | i
O=C(CN1CCN(S(=O)(=O)c2cc(Br)ccc2Br)CC1)NCc1ccccc1Cl | i | i
CCCOc1ccc(C(=O)CCC(=O)OCC(=O)Nc2cccc(S(N)(=O)=O)c2)cc1 | i | i
CCCCOC(=O)C1=C(C)NC(=O)NC1c1ccc2c(c1)OCO2 (stereo not drawn) | i | i
COc1ccccc1C(=O)OCC(=O)NC(=O)NC1CCCCC1 | i | i
CC(C)c1ccc(CN2CCN(S(=O)(=O)c3ccc(Cl)s3)CC2)cc1 | i | i
C[n+]1c2cc(N)ccc2cc2ccc(N)cc21 | i | i
O=C1OCCN1N=Cc1ccco1 | i | i
Cc1c(NC(=O)c2nn(CC(C)C)c(=O)c3ccccc23)c(=O)n(-c2ccccc2)n1C | i | i
Nc1nc(=S)ss1 | i | i
S=P(c1ccc(N2CCOCC2)cc1N1CCOCC1)(N1CCOCC1)N1CCOCC1 | i | i
CCc1noc(C)c1C(=O)OCC(=O)Nc1ccccc1SC | i | i
COc1cc2c(cc1OC)C(=Cc1ccc(N(C)C)cc1)C=C2 | i | i
COc1ccc(C(=O)c2ccccc2C(=O)c2ccccc2)cc1 | i | i
Nc1nc(SCc2ccccc2)c2ncn(C3OC(CO)C(O)C3O)c2n1 (stereo not drawn) | i | i
Cc1cc2nccnc2cc1C | i | i
CC12CCC(O)CC1=CCC1C2CCC2(C)C(c3ccn[nH]3)CCC12 (stereo not drawn) | i | i
COc1cc(C=NNc2nc3c([nH]2)c(=O)n(C)c(=O)n3C)ccc1O | i | i
O=[N+]([O-])c1ccc(NN=Cc2cc(Br)ccc2O)nc1 | i | i
CC(=NNC(=S)N1CC2CCC(CC2)C1)c1cccc(C)n1 | i | i
COc1ccc(CCNC(=O)c2ccc3c(=O)n4c(nc3c2)CCC4)cc1OC | i | i
CCc1ccc(-c2nn(-c3cc(Cl)ccc3[N+](=O)[O-])c(=O)c3ccccc23)cc1 | i | i
Cc1onc(-c2ccccc2)c1-c1nnc(COC(=O)c2ccc(O)cc2)o1 | i | i
O=C(CC(=O)N1CCOCC1)N1CCOCC1 | i | i
O=C(c1cc2ccccc2[nH]1)N1O[C@@H]2C=C[C@H]1C2 | i | i
